# GALK inh: inhibitors of human galactokinase; 270,000 tested, 0.007% active; Potency, µM (series often up to 57.5 µM), for the others: at the highest dose activity change, negative = inhibition, hits mostly inhibitors; Purified GALK, Kinase-Glo residual ATP luminescence; P51570; further: potency means the concentration at half of the fitted maximal effect; on the % scale 0 is the no-effect control and ±100 the full control effect
# Target sequence (P51570 whole entry, looked up): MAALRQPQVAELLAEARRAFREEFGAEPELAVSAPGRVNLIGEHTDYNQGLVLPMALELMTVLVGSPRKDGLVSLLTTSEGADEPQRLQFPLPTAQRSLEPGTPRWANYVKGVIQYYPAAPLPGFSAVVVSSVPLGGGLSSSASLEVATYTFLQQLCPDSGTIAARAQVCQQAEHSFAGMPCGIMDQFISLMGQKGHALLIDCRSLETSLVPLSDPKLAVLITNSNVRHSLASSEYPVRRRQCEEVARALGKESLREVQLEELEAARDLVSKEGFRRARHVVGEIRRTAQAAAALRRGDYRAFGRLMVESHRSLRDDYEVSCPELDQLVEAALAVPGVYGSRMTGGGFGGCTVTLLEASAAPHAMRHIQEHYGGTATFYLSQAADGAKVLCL
#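 ATP-depletion format; final 35 uM ATP, 100 uM D-galactose, 5 nM enzyme; pH 8.0 HEPES/Mg2+ buffer; 60 min RT; luminescence read 10 min after detection reagent.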
# AT treatment: potential ataxia-telangiectasia treatments restoring KAP-1 phosphorylation. Potency, µM (series often up to 57.5 µM), for the others: at the top dose activation, actives largely listed as activators. AID 485349. 320,000 tested, 0.19% active. […] A-T fibroblasts, KAP-1 phosphorylation AlphaLISA; neocarzinostatin DNA damage 30 min before lysis; further: potency means the concentration at half of the fitted maximal effect; % of control where 0% means no effect; nearly all actives have a fitted effect of over 45% in size
#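 ATM-like activity read as KAP-1 phosphorylation via AlphaLISA donor/acceptor antibody pairs after lysis and 6 hr at 25C. Cells were ATM-null patient fibroblasts ([…], hTERT), dosed 60 min, then exposed to the DSB inducer NCS for 30 min.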
# FBPA coupling cs: coupling enzyme interference in Giardia aldolase counter-screen. 290,000 tested, 0.67% active. activity change, negative = inhibition, % at 58.2 µM, hits read low. AID 2472. coupling enzyme system counterscreen, AmpLite Red fluorescence; in the data active means activity change below about -30%; further: on the % scale 0 is the no-effect control and ±100 the full control effect
#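 Final compound at 57.5 uM, incubated 10 min at RT with coupling enzyme reagent (glyceraldehyde-3-phosphate), then 20 min with substrate and AmpLite Red detection. Fluorescence read at 525/598 nm; tests interference with the coupling assay, not aldolase inhibition.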
# CXXC DNA block: blocks binding of human MLL CXXC domain to DNA. Q03164. MLL-CXXC / FITC-HOXA9 DNA fluorescence polarization. Potency, µM (series often up to 115 µM), for inactives: at the top dose activity change, negative = inhibition, hits mostly inhibitors. 290,000 tested, 0.037% active. AID 2662; active means well fitted inhibition curve with a large enough effect in the polarisation, with a control signal flat, not every such curve was filed as active; inconclusive means small, poorly fitted or top-dose-only effect, or effect the other way, or a change in a side signal; inactive means no such curve, though single readings can be large or run the other way; the % refers to the polarisation; further: potency means the concentration at half of the fitted maximal effect
#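 Steps: dispense CXXC domain solution (7 uM) → pin compounds or unlabeled HOX-A9 DNA control → 5 min ambient → add FLSN-HOX-A9 solution (50 nM) → spin → 30 min ambient → fluorescence polarization. Tris pH 7.5/NaCl/DTT/BSA buffer.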
# Giardia kill: Giardia lamblia killing; Giardia lamblia trophozoite viability; AID 540267; 340,000 tested, 0.15% active; activity change, % at 7.66 µM, hits read low; in the data active means activity change below about -80%; inconclusive means between about -30% and that limit;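 further: parasites exposed to compound for two days anaerobically before the ATP read; on the % scale 0 is the no-effect control and ±100 the full control effect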
#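 ATP-content bioluminescence gauges trophozoite survival. Cells (100/well) receive compound and incubate anaerobically for 48 hrs at 37 deg C; detection reagent follows for 15-30 min at room temperature.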
# TSHR antag: blocks TSH signaling through the human TSH receptor. activity change, negative = inhibition, % at 11.5 µM. AID 504810. 330,000 tested, 0.2% active. TSHR-expressing cells, TSH-stimulated cAMP HTRF, 2 h; hits give low values;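 active means activity change below a set negative limit, meaning inhibition stronger than a set level, cut at about -70% in these data; inconclusive means activity change between two set negative limits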; further: on the % scale 0 is the no-effect control and ±100 the full control effect
#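 TSHR-expressing cells were treated with compounds, then stimulated with TSH at EC80 (4nM final) for 2 hours at 37 deg C. Cellular cAMP was measured by HTRF competition between lysate cAMP and cAMP-d2 for a cryptate-labelled anti-cAMP antibody.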
# hERG WT inh: blocks the wildtype human KCNH2 potassium channel. 340,000 tested, 0.37% active. Q12809. U2OS, BacMam KCNH2, thallium flux FluxOr; hits give low values. activity change, % at 1.84 µM;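 active means maximum activity change below -70%; inconclusive means maximum activity change between -70% and -50%; inactive means maximum activity change above -50%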; further: on the % scale 0 is the no-effect control and ±100 the full control effect
#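 U2OS cells transduced with wild-type KCNH2 virus are loaded with FluxOr dye for 45 min, and thallium flux is measured in kinetic reads before and after stimulation buffer. Rate constants are normalized to DMSO controls.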
# BCR signal inh: chronic active BCR signaling inhibition | ABC-DLBCL IkBa-CBG/CBR reporter, luminescence ratio, 4 h | Potency, µM (doses to about 46.1 µM), for inactives: at the highest dose ratio change, negative = lower green/red ratio, actives largely listed as inhibitors | 340,000 tested, 0.05% active; active means well fitted inhibition curve with a large enough effect in the signal ratio, with a control signal flat, not every such curve was filed as active; inconclusive means small, poorly fitted or top-dose-only effect, or effect the other way, or a change in a side signal; the % refers to the signal ratio;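 further: potency means the concentration at half of the fitted maximal effect; plate controls were basal doxycycline-induced cells for no effect and cells given 10 µM MG132 for full effect; MG132 reads +100%, hits lower the ratio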
#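 TMD8 ABC-DLBCL cells carrying doxycycline-inducible green luciferase fused to IkappaBalpha plus unfused red luciferase were exposed to compounds (up to 46 uM) for 4 hrs at 37C. Activity came from the overlap-corrected green/red luminescence ratio.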
# Tb PFK inh: inhibitors of T. brucei phosphofructokinase; T. brucei PFK, ADP-Glo luminescence; Potency, µM (series often up to 57.5 µM), without a hit: at the top dose activity, negative = inhibition, most hits filed as inhibitors; 330,000 tested, 0.17% active;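 further: potency means the concentration at half of the fitted maximal effect; 0% = uninhibited 1x PFK enzyme wells and -100% = no-enzyme wells; nearly all actives have a fitted effect of over 60% in size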
# Target sequence (O15648 whole entry, looked up): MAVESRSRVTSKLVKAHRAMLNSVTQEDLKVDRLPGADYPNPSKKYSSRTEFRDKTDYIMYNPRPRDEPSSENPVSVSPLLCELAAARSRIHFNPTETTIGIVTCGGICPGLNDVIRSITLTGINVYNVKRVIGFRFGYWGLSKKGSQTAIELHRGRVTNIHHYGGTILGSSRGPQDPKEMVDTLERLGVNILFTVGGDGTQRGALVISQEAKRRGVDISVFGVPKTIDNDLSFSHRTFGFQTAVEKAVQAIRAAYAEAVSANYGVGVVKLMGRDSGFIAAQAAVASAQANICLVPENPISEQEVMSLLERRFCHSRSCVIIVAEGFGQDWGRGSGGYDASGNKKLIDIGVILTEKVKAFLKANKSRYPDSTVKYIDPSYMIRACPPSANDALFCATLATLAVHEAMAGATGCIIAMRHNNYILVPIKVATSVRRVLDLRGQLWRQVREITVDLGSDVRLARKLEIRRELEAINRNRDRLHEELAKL
#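 ADP-Glo luminescence quantified ADP after 45 min at room temperature, with 1.25 nM T. brucei PFK, 0.1 mM ATP and 0.5 mM fructose-6-phosphate in pH 8.0 TEA buffer. qHTS titrations up to 57 µM; curves classified by quality.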
# TCR act: activates T cell receptor signaling. primary human leukocytes, anti-CD3, IL-2 HTRF, 48 h. Potency, µM (top dose mostly 9.22 µM), for inactives: at the highest dose activation of IL-2 secretion, hits mostly activators. 330,000 tested, under 10 active. AID 504894; further: % of control where 0% means no effect
#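 Primary human leukocytes receive a-CD3 beads and test compound and are incubated 48 hr. Secreted IL-2 is then assayed by HTRF, measuring 665nm acceptor emission after 320nm excitation of the europium donor.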
# An asterisk follows results filed as active; ? = inconclusive; . = no result given; [ ] = another dose, or the depositor's remark. Unless noted, the call rests on the fitted dose curve; in most records, active means well fitted curve in the direction sought with a large enough effect; inconclusive means small, poorly fitted or top-dose-only effect, or another doubt; inactive means no such curve, though single readings can be large; an effect the other way counts as inactive or inconclusive.
1) COc1cccc(OC)c1NC(=O)C1CCCN1C(=O)Nc1cccc(Cl)c1 (configuration not stated)
2) O=C(c1ccc(-c2ccc([N+](=O)[O-])cc2)o1)N1CCCCCCC1
3) O=C1C=C(c2ccc(Cl)nc2)C[C@@H](c2ccc3c(c2)OCO3)C1
4) CCOC(=O)c1cc(-c2ccc(C)cc2)n(CCC(=O)NC(C)CC)c1C (configuration not stated)
5) C[n+]1cc[nH]c1SCC(=O)c1ccccc1
6) CCN1CCN(C(=O)/C=C/c2ccc(C)cc2)CC1
entry no.	1	2	3	4	5	6
GALK inh	-1%	.	.	-3%	2%	3%
AT treatment	1%	10%	2%	2%	.	3%
FBPA coupling cs	4	.	.	-7	2	2
CXXC DNA block	-5%	.	.	12%	8%	-4%
Giardia kill	-7	1	-9	57[activator]	9	34[activator]
TSHR antag	12	-16	-8	-5	-4	0
hERG WT inh	-6	7	7	4	-3	-5
BCR signal inh	-14%	?	4%	-19%	?	8%
Tb PFK inh	-9%	4%	-5%	-6%	3%	2%
TCR act	3%	-2%	-8%	-12%	8%	14%

7) CC(C)(C)CN1CCC(Oc2cccc(C(=O)NCCCOc3cccnc3)c2)CC1
8) COC(=O)c1cccc(NC(=O)NC23CC4CC(CC(C4)C2)C3)c1
9) O=C(O)CSc1nc(SCc2ccccc2Cl)nc2c1CCCC2
10) CC(=O)Oc1ccc(C(=O)Nc2ccccc2C(=O)Nc2ccc(C(=O)O)cc2)cc1
11) COCCNC(=O)CN(C)S(=O)(=O)c1ccc(Br)cc1
12) CN(CCNC(=O)C1CCC(=O)N(Cc2ccc(Cl)cc2)C1)CCc1ccccc1 (configuration not stated)
entry no.	7	8	9	10	11	12
GALK inh	3%	1%	-6%	-1%	.	-3%
AT treatment	2%	3%	-1%	9%	-6%	2%
FBPA coupling cs	.	2	2	0	5	-1
CXXC DNA block	0%	-6%	-22%	-11%	5%	?
Giardia kill	-10	8	-1	-6	4	4
TSHR antag	6	-17	-21	-2	2	31
hERG WT inh	-2	-2	-2	-4	-21	-7
BCR signal inh	-9%	-12%	?	6%	-1%	?
Tb PFK inh	2%	5%	-4%	-5%	0%	-11%
TCR act	-7%	1%	.	0%	5%	-2%

# Next section, starting with the last two of the part before.
11) COCCNC(=O)CN(C)S(=O)(=O)c1ccc(Br)cc1
12) CN(CCNC(=O)C1CCC(=O)N(Cc2ccc(Cl)cc2)C1)CCc1ccccc1 (configuration not stated)
13) COc1cccc(NC(=S)N2CCN(C)CC2)c1
14) COc1ccc(-c2csc(NC3=NCCCCC3)n2)cc1
15) O=[N+]([O-])c1ccc(S(=O)(=O)NCC(c2cccnc2)N2CCOCC2)cc1 (configuration not stated)
16) COc1ccc(C(=O)c2cc([N+](=O)[O-])ccc2N2CCN(C)CC2)cc1
17) CN1CCN(C(=S)c2ccc(OCC(=O)Nc3cccc(C(F)(F)F)c3)cc2)CC1
18) O=C(C1CCCO1)N1CCN(C(=S)NC2CC2)CC1 (configuration not stated)
entry no.	11	12	13	14	15	16	17	18
GALK inh	.	-3%	-3%	-1%	-1%	-1%	-2%	4%
AT treatment	-6%	2%	-7%	6%	4%	4%	0%	-3%
FBPA coupling cs	5	-1	3	2	2	0	2	1
CXXC DNA block	5%	?	2%	?	4%	1%	2%	3%
Giardia kill	4	4	-4	-5	42[activator]	-8	0	19
TSHR antag	2	31	2	4	-4	1	-8	15
hERG WT inh	-21	-7	-2	1	-5	15	-9	-3
BCR signal inh	-1%	?	4%	-5%	3%	?	0%	1%
Tb PFK inh	0%	-11%	1%	9%	-3%	-4%	-2%	8%
TCR act	5%	-2%	-2%	1%	-1%	-2%	-5%[46.1 µM]	7%

19) Cc1ccc(S(=O)(=O)N2CCCN(S(=O)(=O)c3ccccc3Br)CC2)cc1
20) CN(C(=O)CSc1nnc2ccccn12)C1CCS(=O)(=O)C1 (configuration not stated)
21) O=C(Nc1ccccc1F)C1COc2ccccc2O1 (configuration not stated)
22) CCCN(CCC)CCNC(=O)C1CCN(S(=O)(=O)c2cccc3nsnc23)CC1
23) Cc1nc2cc(Cl)ccc2n1CCO
24) COc1cc(CNC2CCCCCCC2)cc(Cl)c1OC
entry no.	19	20	21	22	23	24
GALK inh	.	-1%	.	8%	-2%	5%
AT treatment	6%[11.5 µM]	4%	1%	2%	4%	1%
FBPA coupling cs	.	2	2	1	1	8
CXXC DNA block	.	-4%	-3%	-4%	-1%	14%
Giardia kill	13	8	-18	-8	-11	-9
TSHR antag	-18	5	-11	2	12	13
hERG WT inh	8	5	-17	4	-28	16
BCR signal inh	-3%	-5%	0%	1%	-17%	2%
Tb PFK inh	8%	-3%	2%	-1%	2%	-2%
TCR act	3%[46.1 µM]	5%	-1%	-3%	-6%	.

25) CC1=C(n2nnc3ccccc32)C(c2ccccc2)C(C#N)=C(N)O1 (configuration not stated)
26) COc1ccccc1N1CCN(C(=O)CCc2ccccc2)CC1
27) COc1ccc(NC(=O)c2cccc(F)c2)cc1Cl
28) N#CC1=C(N)NC(SCc2ccc(Cl)cc2)=C(C#N)C12CCCCC2
29) C=CCC1(NC(C)c2ccccc2)CCCCC1 (configuration not stated)
30) Cc1nc(S(=O)(=O)N(C)c2ccccc2)c(C#N)c(C)c1Cl
entry no.	25	26	27	28	29	30
GALK inh	-4%	0%	0%	0%	-1%	-2%
AT treatment	-4%	6%	-1%	3%	11%	4%
FBPA coupling cs	-42*	8	0	-4	4	4
CXXC DNA block	-19%	-4%	3%	-2%	-1%	4%
Giardia kill	9	-12	8	-20	5	-1
TSHR antag	4	2	-8	-11	2	10
hERG WT inh	-2	40	0	-11	-7	-1
BCR signal inh	1%	11%	?	1%	-2%	?
Tb PFK inh	3%	-8%	-9%	1%	0%	-1%
TCR act	2%	2%	-5%	-4%	6%[46.1 µM]	-8%

# The closing 2 records of the section before come first, to join the parts.
29) C=CCC1(NC(C)c2ccccc2)CCCCC1 (configuration not stated)
30) Cc1nc(S(=O)(=O)N(C)c2ccccc2)c(C#N)c(C)c1Cl
31) COCc1cc(=O)n2[nH]c(-c3cccs3)cc2n1
32) C#CCOCCOCCOCCNc1nc(N2CCN(C(=O)[C@H](CCCN=C(N)N)n3cc(C(N)[C@@H](C)CC)nn3)CC2)nc(N2CCN(C(=O)[C@H](CCC(=O)O)n3cc([C@@H](N)CO)nn3)CC2)n1 (some centres not stated)
33) CN(C)c1nc(N(C)C)n(C(=O)c2ccc(F)cc2)n1
34) O=C(Cn1cnc2ccccc2c1=O)NCC(=O)N1CCN(Cc2ccc3c(c2)OCO3)CC1
35) CCCNC(=O)CS(=O)Cc1nc(-c2ccc(OC)cc2)oc1C (configuration not stated)
36) c1ccc2c(c1)CCN(c1ncnc3nc[nH]c13)C2
entry no.	29	30	31	32	33	34	35	36
GALK inh	-1%	-2%	-2%	.	1%	0%	3%	-2%
AT treatment	11%	4%	-2%	15%	-3%	2%	2%	8%
FBPA coupling cs	4	4	-16	.	0	1	1	-3
CXXC DNA block	-1%	4%	-9%	.	-7%	4%	3%	-3%
Giardia kill	5	-1	19	?	-2	-7	2	9
TSHR antag	2	10	-4	4	-5	-2	0	1
hERG WT inh	-7	-1	0	-8	2	5	-19	1
BCR signal inh	-2%	?	?	1%	6%	1%	?	-15%
Tb PFK inh	0%	-1%	0%	0%	1%	1%	1%	-1%
TCR act	6%[46.1 µM]	-8%	2%	-3%	-5%	3%	-3%	9%[46.1 µM]

37) Cc1c(NCc2nc3ccccc3[nH]2)c(=O)n(-c2ccccc2)n1C
38) O=C(Nc1ccnn1C1CCN(C(=O)c2cccc(C(F)(F)F)c2)CC1)C1CC1
39) CN(Cc1ccccc1)S(=O)(=O)c1ccc(Cl)c(C(=O)N2CCC2)c1
40) COCc1cc(C)nc(SCC(=O)NCC2CCCO2)c1C#N (configuration not stated)
41) O=C1CS/C(=N\NC(=O)c2ccccc2)N1
42) CC(C)NC(=O)C1(c2ccccc2)CC1(Cl)Cl (configuration not stated)
entry no.	37	38	39	40	41	42
GALK inh	-2%	-3%	.	1%	0%	-2%
AT treatment	4%	6%	1%	0%	2%	7%
FBPA coupling cs	0	.	.	2	0	1
CXXC DNA block	15%	-8%	.	0%	15%	0%
Giardia kill	-2	12	23	-2	4	3
TSHR antag	5	-8	13	3	-4	8
hERG WT inh	6	-9	1	-4	-1	3
BCR signal inh	-8%	6%	3%	0%	-12%	0%
Tb PFK inh	0%	-1%	1%	0%	5%	0%
TCR act	-1%	-3%	-5%	12%	-3%	-2%[46.1 µM]

# Screening results (PubChem BioAssay)
